# Screens from PubChem.
# p53 reactivation: mutant p53 re-activation in reporter cells. H1299 p53-A138V BP100-luciferase reporter, luminescence, 24 h. 320,000 compounds, 0.063% hits. Potency, µM (series often up to 92.2 µM), without a hit: top-dose activity change, positive = activation, hits mostly activators; further: potency means the concentration at half of the fitted maximal effect; % of control where 0% means no effect; nearly all actives have a fitted effect of over 45% in size
#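 H1299 (p53-null), stable ts p53-A138V + BP100-Luc; 1000 cells/well, Opti-MEM/10% FBS; cpd 4 pt, 1:5; 24 h, 37 deg C, 5% CO2; detection reagent 10 min RT; luminescence.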
# NPC1 promoter act: NPC1 promoter activation. Huh7 NPC1 promoter luciferase reporter, 24 h. Potency, µM (top dose mostly 9.22 µM), for the others: top-dose activation, usual class: activators. 320,000 compounds, 2.4% hits;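 further: potency means the concentration at half of the fitted maximal effect; % of control where 0% means no effect; nearly all actives have a fitted effect of over 60% in size; reporter is driven by a mutant NPC1 promoter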
#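 Luminescence from an NPC1 promoter-driven luciferase reporter in stably transfected Huh7 cells was measured after 24 h compound treatment at 37 °C, followed by 10 min ambient incubation with luciferase detection reagent.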
# ELG1 DNA repair: ELG1-dependent DNA repair inhibition; 330,000 compounds, 2.3% hits; Potency, µM (top dose mostly 46.1 µM), inactives show top-dose activity change, negative = inhibition, hits mostly inhibitors; HEK293T ELG1-luciferase reporter, luminescence, 16 h; DNA damage induced by 5-fluorouridine; further: potency means the concentration at half of the fitted maximal effect; on the % scale 0 is the no-effect control and ±100 the full control effect; nearly all actives have a fitted effect of over 55% in size
#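 Overnight (16 hr) co-exposure of 2,000 cells/well to 5-fluorouridine and compound at 37 °C preceded detection. Luciferase was quantified via ONE-Glo luminescence; loss of signal denotes inhibition.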
# Gal4-VP16 FLuc: Gal4-VP16 reporter inhibition counter-screen | 310,000 compounds, 3.5% hits | Potency, µM (highest dose often 53.6 µM), without a hit: at the highest dose activity, negative = inhibition, actives largely listed as inhibitors | Drosophila S2 Gal4-VP16 UAS-luciferase, luminescence, 20 h;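 further: Gal4-VP16 expression switched on by copper sulfate through the metallothionein promoter; potency means the concentration at half of the fitted maximal effect; on the % scale 0 is the no-effect control and ±100 the full control effect; nearly all actives have a fitted effect of over 50% in size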
# ELG1 genotox: inducers of genotoxicity in HEK293T ELG1-luciferase cells | Potency, µM (titrated, usually from 46 µM), inactives show at the highest dose activity change, positive = activation, actives largely listed as activators | 330,000 compounds, 1.3% hits | HEK293T ELG1-luciferase reporter, luminescence, 16 h; further: potency means the concentration at half of the fitted maximal effect; % of control where 0% means no effect; nearly all actives have a fitted effect of over 60% in size
#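 Genotoxic stress is detected as increased luminescence from luciferase-tagged ELG1 in HEK293T cells, measured with ONE-Glo after a 16 hr treatment at 37 °C.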
# BRCA1 expr act: increases BRCA1 expression | MCF7-BRCA1-FFLuc reporter, luminescence, 48 h; response scale: scaled: vehicle 0%, 10 µM genistein 100% | Potency, µM (top dose mostly 46.1 µM), inactives show at the highest dose activation, most hits filed as activators | 380,000 compounds, 1.1% hits | AID 624202; further: potency means the concentration at half of the fitted maximal effect; nearly all actives have a fitted effect of over 80% in size; some results filed as inactive show a strong effect at the top dose
#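 48 h compound treatment of MCF7-BRCA1-FFLuc cells (phenol-red free MEM, 37 °C), then 15 min with luciferase substrate and luminescence imaging.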
# RORg inh: ROR gamma (mouse) transcription inhibition. Drosophila S2 Gal4-RORgamma UAS-luciferase reporter, 20 h. Potency, µM (doses to about 53.6 µM), for inactives: at the highest dose activity change, negative = inhibition, usual class: inhibitors. 310,000 compounds, 5.4% hits. AID 2551; further: potency means the concentration at half of the fitted maximal effect; on the % scale 0 is the no-effect control and ±100 the full control effect; nearly all actives have a fitted effect of over 60% in size
# Target sequence (P51450 whole entry, looked up, the tested form may be a part): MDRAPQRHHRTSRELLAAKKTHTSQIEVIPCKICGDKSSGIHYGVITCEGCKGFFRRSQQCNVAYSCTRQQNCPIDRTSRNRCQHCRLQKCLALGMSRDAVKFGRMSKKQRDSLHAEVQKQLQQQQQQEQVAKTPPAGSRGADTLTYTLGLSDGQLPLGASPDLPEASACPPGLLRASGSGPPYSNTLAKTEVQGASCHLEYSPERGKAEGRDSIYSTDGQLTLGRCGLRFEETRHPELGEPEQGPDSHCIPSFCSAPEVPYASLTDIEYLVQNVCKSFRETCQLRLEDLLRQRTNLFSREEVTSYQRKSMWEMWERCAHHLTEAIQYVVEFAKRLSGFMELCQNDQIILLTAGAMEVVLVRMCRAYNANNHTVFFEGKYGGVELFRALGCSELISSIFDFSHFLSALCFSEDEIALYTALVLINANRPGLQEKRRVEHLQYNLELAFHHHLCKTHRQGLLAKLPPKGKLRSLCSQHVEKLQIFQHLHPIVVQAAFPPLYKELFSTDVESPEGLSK
#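 Schneider cells (Drosophila), stable Gal4 DBD–ROR gamma + UAS-luc; 1 hr cmpd preincubation; Cu2+ induction 700 uM final; 20 hr ambient; luminescence.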
# Tb PFK inh: blocks T. brucei phosphofructokinase; Potency, µM (top dose mostly 57.5 µM), for the others: at the highest dose activity, negative = inhibition, most hits filed as inhibitors; 330,000 compounds, 0.17% hits; T. brucei PFK, ADP-Glo luminescence;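 further: potency means the concentration at half of the fitted maximal effect; 0% = uninhibited 1x PFK enzyme wells and -100% = no-enzyme wells; nearly all actives have a fitted effect of over 60% in size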
#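 PFK 1.25 nM, F6P 0.5 mM, ATP 0.1 mM, 0.1 M TEA pH 8.0, 5 mM MgCl2, 0.01% Tween20, 0.1% BSA; 45 min RT. ADP-Glo readout. qHTS titration up to 57 uM; curves fitted, compounds curve-classed.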
# Rab9 prom act: activators of Rab9 promoter. Huh7 Rab9 promoter-luciferase reporter, luminescence, 24 h. AID 485297. Potency, µM (series often up to 9.22 µM), for the others: at the highest dose activation, negative = inhibition, hits mostly activators. 320,000 compounds, 2.8% hits; further: potency means the concentration at half of the fitted maximal effect; % of control where 0% means no effect; nearly all actives have a fitted effect of over 60% in size
#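 Promoter activation is measured as luciferase luminescence in Huh7 cells stably transfected with a Rab9 promoter–luciferase construct, following 24 h compound exposure at 37 °C and 10 min reagent incubation at ambient temperature.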
# FLuc counter: inhibits or activates purified firefly luciferase, miR-21 counter-screen | AID 588342 | Potency, µM (highest dose often 57.5 µM), for inactives: top-dose activity change, negative = inhibition, most hits filed as inhibitors | 360,000 compounds, 6.9% hits | purified FLuc, Km substrates, luminescence inhibition;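 further: potency means the concentration at half of the fitted maximal effect; plate controls were vehicle for no effect and reference inhibitor for full effect; nearly all actives have a fitted effect of over 55% in size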
# Target sequence (P08659 whole entry, looked up): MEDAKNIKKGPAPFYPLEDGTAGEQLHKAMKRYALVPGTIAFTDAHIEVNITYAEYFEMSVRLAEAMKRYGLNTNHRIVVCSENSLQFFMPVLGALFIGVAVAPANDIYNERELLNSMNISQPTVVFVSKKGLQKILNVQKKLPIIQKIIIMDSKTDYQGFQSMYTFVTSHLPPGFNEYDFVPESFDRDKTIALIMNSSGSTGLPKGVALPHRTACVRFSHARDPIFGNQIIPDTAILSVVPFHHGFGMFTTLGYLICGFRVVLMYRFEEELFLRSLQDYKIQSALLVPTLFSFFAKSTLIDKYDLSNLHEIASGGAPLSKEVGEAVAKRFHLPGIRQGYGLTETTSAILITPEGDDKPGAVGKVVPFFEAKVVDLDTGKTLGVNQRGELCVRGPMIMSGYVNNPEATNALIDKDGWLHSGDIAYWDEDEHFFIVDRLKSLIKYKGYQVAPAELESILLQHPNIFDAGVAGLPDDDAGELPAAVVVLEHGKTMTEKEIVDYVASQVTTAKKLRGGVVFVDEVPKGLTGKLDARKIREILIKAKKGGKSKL
#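 Biochemical qHTS of compounds, final roughly 60 µM downward over six points, against 10 nM purified firefly luciferase using Km concentrations of substrates (10 uM D-luciferin, 10 uM ATP) in Tris acetate pH 7.5 buffer; luminescence output.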
# TRPV1 agonist: human TRPV1 agonism | TRPV1-expressing cells, Fluo-8 calcium influx, agonist mode | activation, % at 8.33 µM | 320,000 compounds, 0.19% hits; in the data active means activation above about 80%; inconclusive means between about 30% and that limit; further: 0% is about no effect
#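 Fluo-8 calcium influx in TRPV1-expressing cells, kinetic read (ex 480/em 520 nm). Compound added and read 3 min for agonist activity, followed by capsaicin at EC20 final and 2 min further read for enhancement.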
# Starred values were filed as active, the others as inactive; u = inconclusive; x = no result given; [ ] = another dose, or the depositor's remark. Unless noted, the call rests on the fitted dose curve; in most records, active means well fitted curve in the direction sought with a large enough effect; inconclusive means small, poorly fitted or top-dose-only effect, or another doubt; inactive means no such curve, though single readings can be large; an effect the other way counts as inactive or inconclusive.
SMILES,p53 reactivation,NPC1 promoter act,ELG1 DNA repair,Gal4-VP16 FLuc,ELG1 genotox,BRCA1 expr act,RORg inh,Tb PFK inh,Rab9 prom act,FLuc counter,TRPV1 agonist
Cc1cc(Cl)nc2c(C(C)C)cccc12,1.4%,1.9%,13.0%,-3.1%,0.6%,-0.3%,-0.7%,6.0%,-2.8%,2.1%,2.1
Cc1ccc(SC(=O)c2c(C)noc2-c2cc(C)on2)cc1,-13.5%,-4.9%,-2.1%,u,-5.8%,-16.9%,u,-8.6%,1.1%,-3.2%,14.9
O=C1CCC(C(=O)NCc2ccccc2)N1 (centres undefined),x,-7.3%,1.7%,-2.3%,1.1%,10.7%,2.1%,0.8%,-3.3%,6.9%,-2.1
O=C(c1ccc(S(=O)(=O)N2CCCCC2)cc1)c1nnc(-c2ccc(Cl)cc2)o1,-0.9%,-2.5%,13.1%,-6.2%,0.4%,-21.0%,2.1%,-1.9%,-5.4%,0.0%,-1.2
CC1CCN(C(=O)COC(=O)C23CC4CC(CC(O)(C4)C2)C3)CC1,u,29.1%,u,x,12.7%,37.7%,x,-7.4%,29.8%,-29.3%,2.5
O=C(NCCN1CCOCC1)c1ccccc1-c1ccccc1,0.2%,-2.0%,-4.8%,-5.8%,-0.7%,9.1%,14.3%,0.4%,-1.2%,-1.4%[2.3 µM],-1.6
Clc1nn2cnnc2c2ccccc12,7.9%,-5.1%,-9.5%,2.0%,-0.9%,-47.9%,-29.5%,-4.7%,-4.7%,-0.8%,1.2
CCOCCCNC(=O)C1CCN(C(=O)Nc2ccc(Cl)cc2)CC1,3.8%,-0.3%,3.8%,-5.0%,0.5%,2.7%,1.7%,2.3%,1.3%,0.6%,-0.5
Oc1ccc(/C=N/N2CCCCC2)cc1O,22.7%,-22.2%,u,-5.9%,u,84.6%,-28.4%,-18.4%,-3.1%[1.84 µM],u,2.0
CCOC(=O)C1(Cc2ccc(Cl)cc2)CCN(C(=O)C2CCCO2)CC1 (centres undefined),-0.5%,0.2%,-4.2%,-7.6%,-0.8%,-10.6%,3.3%,0.1%,1.1%,-4.5%,25.9
Cn1cc(CN2CCN(c3ccc(Cl)cn3)CC2)c(-c2ccccc2F)n1,-2.8%,-7.0%,-6.0%,-13.7%,-4.5%,-6.4%,13.0%,3.7%,1.2%,-3.3%,4.0
O=C(Cn1nnc(-c2ccc(OCc3ccccc3F)cc2)n1)N1CCOCC1,23.9%,u,u,17.6%,u,61.5%,3.7%,-0.9%,u,2.69µM*,1.5
CC(C)CC(=O)N1CCN(c2ccc([N+](=O)[O-])cc2Cl)CC1,2.7%,-6.8%,u,-5.3%,-1.1%,-21.1%,u,2.1%,-4.8%,3.9%,-0.3
Fc1ccc(NC(=S)N/N=C/c2ccc(F)c(F)c2)c(F)c1,2.7%,u,7.6%,2.51µM*,-0.3%,16.0%[1.84 µM],1.12µM*,-4.6%,26.2%,0.8%,-1.8
O=C(NCc1cccs1)Nc1ccc(Cl)cc1,u,u,u,24.9%,11.0%,10µM*,-18.2%,-13.2%,u,u,u
CC(=O)Nc1ccc(S(=O)(=O)N2CCN(C(=O)C3COc4ccccc4O3)CC2)cc1 (centres undefined),-6.3%,-2.8%,-0.4%,-15.7%,-7.0%,-19.0%,6.4%,-5.7%,3.1%,3.1%,0.0
CCOC(=O)[C@@H]1[C@H]2COc3cc(OC)ccc3[C@H]2N2C(=O)N(c3ccc(C(F)(F)F)cc3)C(=O)[C@@]12C,x,-5.6%,12.5%,4.4%,-1.3%,0.0%,-0.2%,-0.3%,-3.8%,1.7%,-0.8
Cn1ccnc1C(=O)c1cccc([N+](=O)[O-])c1,13.9%,1.4%,u,0.2%,6.3%,13.9%,-7.1%,-2.0%,-3.1%,1.5%,-2.4
CC(C(=O)Nc1ccccc1Br)c1ccc([N+](=O)[O-])cc1 (centres undefined),-1.7%,-3.4%,11.2%,-0.9%,-3.7%,-1.1%,-25.0%,-5.2%,-2.8%,1.2%,27.3
COC(=O)c1c(-c2c(Cl)cccc2Cl)noc1C(=O)NN,2.6%,2.6%,1.4%,-13.4%,0.3%,0.6%,-36.8%,-3.0%,-2.1%,-3.7%,6.0
Cc1ccccc1NC(=O)c1cccc(NC(=O)c2ccco2)c1,x,-2.7%,-1.7%,4.2%,-1.3%,-2.0%,26.8%,5.6%,-0.3%,u,-1.5
CCCCNC(=O)c1ccccc1Cl,5.8%,11.9%,u,u,5.7%,-28.7%,2.4%,4.2%,-5.9%,-2.7%,-0.1
CCN(c1ccccc1)S(=O)(=O)c1ccc(C(=O)Nc2ccncc2)cc1,3.6%,-5.1%,-13.9%,x,-1.8%,-20.8%,x,-1.7%,-14.2%,-1.5%,u
O=C(OCC(=O)N1CCN(C(=O)c2ccco2)CC1)c1ccc(Cl)nc1,3.1%,x,0.0%,x,0.1%,14.2%,x,2.2%,x,x,x
COc1ccc(NC(=O)C2=NN(c3ccccc3)C(=O)CC2)cn1,u,-2.1%,-1.0%,x,-0.4%,-14.1%,x,3.0%,-3.1%,1.3%,6.6
COC(=O)c1ccc2c(=O)n(CCN3CCOCC3)c(SCC(=O)C(C)(C)C)nc2c1,6.7%,-2.4%,u,7.5%,-1.2%,-9.3%,12.7%,2.4%,-6.6%,3.9%,22.5
Cc1ccc(C(=O)CSc2n[nH]c(-c3ccco3)n2)cc1C,-13.3%,-4.2%,0.5%,-0.8%,-5.4%,0.0%,u,-1.4%,-2.8%,0.4%,-1.2
COC(=O)[C@H](Cc1ccccc1)N1C/C=C\COc2c(Cl)cc(Cl)cc2S1(=O)=O,1.6%,x,-10.3%,x,-2.2%,-19.9%,x,2.5%,x,x,x
COc1ccc(C(=O)NCCc2ccccc2F)cc1OC1CCN(C(C)=O)CC1,-8.3%,6.7%,-29.3%,-17.0%,-6.8%,5.9%,-12.7%,-5.8%,1.2%,-4.7%,9.8
O=C(Nc1nncs1)c1cccnc1Cl,7.3%,-2.4%,-2.7%,-6.3%,-1.3%,-13.8%,3.5%,u,-4.3%,1.6%,-4.1
Cc1c(NC(=O)C2CC(c3ccc(F)cc3)=NO2)c(=O)n(-c2ccccc2)n1C (centres undefined),-3.6%,-1.8%,-3.3%,-1.9%,-0.2%,-2.5%,-4.5%,4.2%,-0.8%,-2.5%,-2.8
Cn1c(NC(=O)Cc2cccs2)cc(=O)n(C)c1=O,0.6%,0.9%,13.3%,-1.8%,0.3%,-24.5%,2.1%,-4.6%,-7.6%,0.7%,x
COC(=O)c1cccc(NC(=S)NCc2ccco2)c1,19.9%,3.6%,-11.6%,-18.0%,3.1%,45.8%,u,0.0%,0.2%,u,u
CCOc1ccc(NC(=S)N(CCCN2CCOCC2)Cc2cn(C)c3ccccc23)cc1,-12.9%,-1.1%,u,u,-0.7%,-88.3%[inhibitor],12.6µM*,-5.7%,-0.1%,1.8%,0.2
O=C(COC(=O)CNC(=O)c1ccc(Cl)cc1Cl)NC1CCCCC1,9.2%,-0.3%,u,6.4%,13.5%,-10.3%,8.3%,-0.4%,-1.3%,u,-0.2
COc1ccc(OC)c(C(=O)c2ccc(C(=O)O)cc2)c1,-0.9%,1.2%,-13.1%,3.9%,1.2%,-0.1%,-16.1%,6.2%,-0.4%,2.4%,2.9
CC1CCN(C2(O)C(=O)Nc3ccc(Br)cc32)CC1 (centres undefined),-6.1%,-7.0%,-8.1%,6.6%,-3.8%,3.3%,0.3%,0.4%,0.1%,-9.5%,-1.5
CN(C)S(=O)(=O)c1ccc(C(=O)NCC2(N3CCCCC3)CCCCC2)cc1,3.7%,-12.0%,-2.3%,-0.4%,1.9%,-21.3%,-7.3%,2.6%,-6.7%,4.3%,0.6
CCCn1c(=O)c2[nH]c(-c3ccc(S(=O)(=O)O)cc3)nc2n(CCC)c1=O,1.1%,4.8%[46.1 µM],10.7%,x,-6.1%,4.3%,x,-7.3%,4.9%[46.1 µM],8.3%,8.0
COc1ccc(C2Nc3ccccc3C(=O)N2NS(=O)(=O)c2ccc(C)cc2)cc1OC (centres undefined),3.2%,0.7%,-2.1%,-11.3%,2.0%,-17.8%,9.7%,-3.7%,-1.0%,3.6%,6.3
CCCCNC(=O)c1nn2cc(Br)cnc2c1Br,2.3%,-3.9%,-5.5%,-3.0%,-1.5%,14.5%,15.8%,-9.2%,-4.4%,4.9%,-2.8
CCC1CC(/C(C)=N/NC(N)=O)OC1=O (centres undefined),-3.4%,-2.1%,1.0%,5.3%,u,-16.3%,-21.3%,1.4%,-4.7%,-2.0%,-2.2
